# CatB block = blocks human cathepsin B protease activity | P07858 | purified cathepsin B, fluorogenic substrate, fluorescence | inhibition, %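 (tested at 10 µM)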 | 63,000 tested, 0.1% active | AID 453; in the data active means inhibition above about 21%;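 further: 0% = enzyme with no compound and 100% = no enzyme blank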
# Abs 340nm = absorbance at 340 nm. compound absorbance at 340 nm, fold over control. fold change at 10 µM. 65,000 tested, under 10 active. AID 708;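 active means at 10 µM dose, initial 340 nm absorbance at least 2 fold that of control wells; inactive means change under 2 fold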;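 further: initial absorbance extrapolated from kinetic A340 decline of NADH oxidation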
# CatS block = human cathepsin S inhibition | P25774 | recombinant cathepsin S, AMC dipeptide fluorescence, pooled mixtures | inhibition, %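 (tested at 5 µM per compound within 10-compound mixtures)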 | 62,000 tested, 0.06% active | AID 501; in the data active means inhibition above about 32%, passing the limit was not always enough;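 further: 0% = enzyme without compound and 100% = blank without enzyme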
# C1s block = blocks human complement C1s protease activity; P09871; purified C1s, fluorogenic AMC substrate, pooled mixtures; mean inhibition % of two 10-compound mixtures (hits give high values), % at 5 µM (by protocol); 62,000 tested, 0.16% active; AID 538;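 active means inhibition above 20% in each of the two 10-compound mixture wells holding the compound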;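 further: 0% = enzyme wells lacking compound mixture and 100% = no-enzyme blank wells; some compounds called inactive have numbers as strong as hits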
# Target sequence (P09871 16-437 limits assumed): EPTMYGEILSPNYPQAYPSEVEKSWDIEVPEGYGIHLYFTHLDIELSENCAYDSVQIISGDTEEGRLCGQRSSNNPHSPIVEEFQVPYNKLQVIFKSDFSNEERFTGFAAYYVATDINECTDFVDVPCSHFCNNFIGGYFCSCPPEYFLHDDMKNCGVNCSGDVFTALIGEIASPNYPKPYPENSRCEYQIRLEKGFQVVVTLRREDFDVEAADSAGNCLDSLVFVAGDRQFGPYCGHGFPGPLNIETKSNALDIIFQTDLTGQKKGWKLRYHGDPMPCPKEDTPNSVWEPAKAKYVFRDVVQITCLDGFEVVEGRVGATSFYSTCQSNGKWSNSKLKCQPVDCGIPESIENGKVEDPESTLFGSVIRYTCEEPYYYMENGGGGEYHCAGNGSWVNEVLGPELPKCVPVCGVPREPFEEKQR
# Target sequence (P09871 438-688 limits assumed): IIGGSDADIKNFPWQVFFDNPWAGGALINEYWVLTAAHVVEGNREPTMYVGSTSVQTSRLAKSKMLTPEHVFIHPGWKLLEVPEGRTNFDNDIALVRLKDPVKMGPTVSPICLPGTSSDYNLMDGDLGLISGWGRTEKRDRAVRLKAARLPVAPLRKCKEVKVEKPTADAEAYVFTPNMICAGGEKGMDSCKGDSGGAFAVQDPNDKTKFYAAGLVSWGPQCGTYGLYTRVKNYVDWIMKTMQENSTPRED
# FXIIa mix inh = blocks human factor XIIa in pooled compound mixtures; P00748; purified FXIIa, fluorogenic substrate; inhibition, % at 5 µM; 62,000 tested, 0.2% active; AID 684;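 further: 0% = enzyme without compound and 100% = no enzyme blank; some results filed as inactive read as strong as hits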
# CatL block = blocks human cathepsin L protease activity. purified cathepsin L, fluorogenic substrate, fluorescence. P07711. 58,000 tested, 0.17% active. inhibition, %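 (tested at 10 µM)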; in the data active means inhibition above about 45%;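 further: 0% = enzyme with no compound and 100% = no enzyme blank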
# Target sequence (P07711 114-288 limits assumed): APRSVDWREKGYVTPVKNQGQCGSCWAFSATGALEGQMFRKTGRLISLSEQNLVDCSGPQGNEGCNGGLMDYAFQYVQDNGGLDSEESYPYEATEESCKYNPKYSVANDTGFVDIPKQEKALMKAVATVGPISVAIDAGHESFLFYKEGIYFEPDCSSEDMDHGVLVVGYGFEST
# Target sequence (P07711 292-333 limits assumed): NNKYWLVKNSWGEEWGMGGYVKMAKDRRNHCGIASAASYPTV
# FXIa inh mix = inhibitors of human coagulation factor XIa, pooled mixtures | P03951 | purified FXIa, fluorogenic substrate | 62,000 tested, 0.19% active | AID 680 | inhibition, % at 5 µM;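 further: each value is inhibition by a whole ten-compound pool holding the compound; 0% = enzyme with no mixture and 100% = wells lacking enzyme; strong numbers were not always called active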
# CatG inh = blocks human cathepsin G enzyme activity | inhibition, % at 5 µM (by protocol) | AID 581 | 62,000 tested, 0.2% active | purified enzyme, AMC-tetrapeptide fluorescence, pooled mixtures | P08311;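 active means inhibition above 20% in each of the two mixture wells holding the compound; inactive means inhibition of 20% or less in either well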;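 further: 0% = enzyme control without mixture and 100% = blank lacking enzyme; strong numbers were not always called active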
# CatB mixtures = inhibitors of human cathepsin B in compound mixtures. inhibition, %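 (ten-compound pools at 5 µM per compound and 50 µM total)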. Purified cathepsin B, AMC dipeptide fluorescence. P07858. 62,000 tested, 0.06% active; in the data active means inhibition above about 22%, passing the limit was not always enough;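 further: 0% = enzyme without compound and 100% = no enzyme blank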
# The depositor's hits bear a star; x = no result given. Unless noted, no stated cut-off is given here; in the data, active means inhibition above about 20% (passing the limit was not always enough); inactive means the rest. Only part of the results is shown, so the mix of outcomes need not match the whole.
SMILES,CatB block,Abs 340nm,CatS block,C1s block,FXIIa mix inh,CatL block,FXIa inh mix,CatG inh,CatB mixtures
CCc1n[nH]c(=O)n1Cn1c(CC)n[nH]c1=O,0,1.1,7,-2,11,4,5,-2,6
O=C(OCCOCCN=C1NS(=O)(=O)c2ccccc21)C1CC(=O)N(c2ccccc2)C1 (stereo not given),3,1,13,-1,2,7,10,-3,2
Cc1ccc(S(=O)(=O)N2C(=O)CCC2C(=O)NCc2ccco2)cc1 (stereo not given),7,1,1,2,3,4,-4,10,2
CC(=O)c1cccc(S(=O)(=O)N2CCC(n3nnc4cc(F)ccc43)CC2)c1,-1,0.99,-4,-4,8,-4,10,2,-2
COc1cccc(/C(O)=C2/C(=O)C(=O)N(CCN3CCOCC3)C2c2cccnc2)c1 (stereo not given),10,1.1,8,-15,6,2,-1,1,5
COc1ccccc1N1CCN(S(=O)(=O)c2cccc(F)c2)CC1,4,1,-2,-5,8,x,0,-2,2
CCOc1ccc(NC(=O)Nc2cc(C)on2)cc1,2,1.1,-7,-3,0,-9,6,-9,4
CCOC(=O)N1CCC(Nc2ncnc3c2cnn3-c2ccc(C)cc2C)CC1,5,0.99,2,18,-16,23,1,16,6
CCOc1c(OC)cccc1C1CC(=O)Nc2cc3c(cc21)OCCO3 (stereo not given),-2,1,0,11,9,0,3,9,2
CC1CCCN(c2ncnc3c2cnn3-c2ccccc2)C1 (stereo not given),0,1,7,11,8,x,0,11,2
N#Cc1c2n(c3c(=O)n(Cc4ccccc4Cl)cnc13)CCCC2,4,1,14,19,12,12,5,10,4
CCCCN(c1ccccc1)c1ncnc2nc[nH]c12,2,1.1,-5,10,3,12,8,7,-2
CCn1c(Cn2nnc(-c3ccccc3)n2)nnc1SCC(=O)N1CCOCC1,-4,0.99,-3,-19,2,0,6,0,7
Oc1ccc(-c2nc(-c3ccc(O)c(O)c3)cs2)cc1,-1,1.1,2,-5,3,-6,7,-2,-2
COC(=O)c1cc2oc(C)cc2n1CC(=O)N(C)c1ccccc1,-2,1.1,-3,-5,13,8,5,6,5
CCOc1nc(-c2ccc(C)cc2)ccc1-c1noc(-c2cccnc2)n1,4,1.1,-24,-119,2,6,-18,-9,-9
Cc1cc(NC(=O)CN2CCCC2c2nc3ccccc3s2)no1 (stereo not given),0,1,7,-27,-1,4,-20,0,-6
CCCn1c(SCC(=O)/C(C#N)=C(\C)N)n[nH]c1=O,2,0.98,-9,14,-1,-11,6,6,3
COc1ccc2c(c1)nc1n2CN(CC2CCCO2)CN1Cc1ccccc1 (stereo not given),-2,1,13,-1,26,12,6,4,-3
O=C(CCc1ccccc1)Nc1ccc(NC(=O)c2ccco2)nc1,4,1,2,-13,13,28,-10,2,-3
CC(=O)N1CCC2(CC1)C(C#N)=C(N)Oc1c2sc2nc(C)cc(C)c12,5,0.95,4,8,1,20,2,-2,29
C=CCSc1nc2nc(C)cc(C)n2n1,-4,1,11,0,2,9,8,-1,4
CCn1c(SCC(=O)NC2CCCCC2)nc2c(c1=O)SC(C)C2 (stereo not given),2,1,4,8,7,8,7,6,3
CCCCCOC(=O)Cn1c(=O)oc2ccccc21,4,1,0,2,2,-3,6,10,6
COc1ccc(-c2cc(C(=O)N3CCN(C(c4ccccc4)c4ccccc4)CC3)no2)cc1OC,6,1,19,-1,0,5,10,-2,1
O=S(=O)(c1cccc(S(=O)(=O)N2CCCC2)c1)c1cccc(S(=O)(=O)N2CCCC2)c1,2,1,4,13,16,8,4,9,21
CCn1c(SCC(=O)Nc2ccc(N3CCOCC3)c(Cl)c2)nnc1-c1ccc(N)cc1,-3,1,-10,1,1,9,5,-5,-5
CC(=O)c1cccc(N2C(=NC(=O)C(C)C)SC3CS(=O)(=O)CC32)c1 (stereo not given),2,0.99,2,3,-17,10,0,-2,-1
CN1CCN(c2nc(-c3ccccc3)c3cc(Cl)ccc3n2)CC1,6,0.97,-1,-25,7,-46,5,-4,-2
COC(=O)COc1ccc(S(=O)(=O)Nc2ccc(C(N)=O)cc2)cc1Cl,-1,1.1,-12,-5,-14,14,11,4,-3
O=C(Nc1ccccc1)NC1(C(=O)NCCCN2CCOCC2)CCCCC1,-1,1,9,-5,5,15,2,2,-2
CCOC(=O)COc1ccc(S(=O)(=O)N2CCN(c3ccccc3F)CC2)cc1,4,1.1,15,15,5,17,13,56,3
Cc1ccc2cc(CN(CC3CCCO3)S(=O)(=O)c3ccc4c(c3)OCCO4)c(=O)[nH]c2c1C (stereo not given),2,1,1,-45,-1,-5,-8,-6,1
Cc1ccc(-c2nnc(Nc3ccccc3)o2)cc1,-1,1,7,5,-16,15,-3,2,-2
COC(=O)CCc1c(C)c(C#N)c2nc3ccccc3n2c1N1CCCC1,5,1,7,17,2,-5,2,16,4
COC(=O)CSc1nnc(CSc2nc(C)cc(C)n2)n1Cc1ccco1,4,0.99,11,5,10,5,0,-4,4
CCCCC(=O)Nc1nnn(CCC)n1,0,1.1,5,0,-21,5,1,-1,-4
CCCc1nnc(SCC(=O)Nc2ccc(OCC)cc2)n1N,-3,0.99,-5,-8,7,-4,0,-6,2
CC1CCN(C(=O)c2ccccc2NC(=O)c2cccc(S(=O)(=O)N3CCOCC3)c2)CC1,1,1,4,2,-2,4,-1,9,2
Cc1ccc2c(c1)N(CC(=O)Nc1ccc3c(c1)OCCO3)C(=O)CO2,2,1,4,14,10,9,6,9,-1
O=c1cc(N2CCc3ccccc3C2)[nH]c(=O)n1C1CCCCC1,5,1,6,-84,35*,14,2,3,0
COc1ccc(S(=O)(=O)N2CCC(n3cnc4cc(C(F)(F)F)ccc43)CC2)cc1,1,1,-4,-31,10,1,-1,-5,-2
COCCN1C(=O)C(CC(=O)Nc2ccc(C(C)=O)cc2)SC1=Nc1ccccc1 (stereo not given),1,1,3,-9,2,5,10,-4,1
CS(=O)(=O)NC1c2cccc3cccc(c23)C1Sc1nncn1/N=C/c1ccco1 (stereo not given),-1,1,9,18,2,-4,6,9,3
COC(=O)c1[nH]c2ccc(C)cc2c1NC(=O)CN1CCN(c2ccccc2)CC1,4,1.1,5,3,7,0,2,6,6
COCCN1CSC(=S)N(Cc2ccco2)C1,7,1,8,-29,10,2,3,1,5
Cc1nc(-c2ccccc2)cc(=O)[nH]1,-5,1,-3,16,3,5,5,12,5
CS(=O)(=O)Nc1ccccc1C(=O)N1CCOCC1,3,1,-4,1,1,-5,2,-4,1

# Already shown: an excerpt of the list.
SMILES,CatB block,Abs 340nm,CatS block,C1s block,FXIIa mix inh,CatL block,FXIa inh mix,CatG inh,CatB mixtures
Cc1nc(-c2ccccc2)cc(=O)[nH]1,-5,1,-3,16,3,5,5,12,5
CS(=O)(=O)Nc1ccccc1C(=O)N1CCOCC1,3,1,-4,1,1,-5,2,-4,1

# (more compounds)
SMILES,CatB block,Abs 340nm,CatS block,C1s block,FXIIa mix inh,CatL block,FXIa inh mix,CatG inh,CatB mixtures
Cc1ccccc1C(=O)Nc1ccc(Cl)cn1,4,0.96,3,9,32,19,-3,-1,1
CCOC(=O)Nc1ccc2c(c1)ncn2C1CCCCC1,1,1,2,-32,11,4,2,-7,-6
Cn1nccc1C(=O)Nc1ccc(OC(=O)c2ccnn2C)cc1,-3,1,0,-2,11,5,1,8,0
COc1cc(C)nc(N2CCC(C(N)=O)CC2)n1,2,0.98,-16,-119,-1,x,-8,-1,-5
CC(C)COC(=O)c1cc(=O)[nH]c2ccccc12,6,1.1,22,-11,4,-2,8,-3,7
Cc1cc(=O)n(-c2ccc(O)cc2)[nH]1,1,1,2,-1,5,4,7,-1,0
COC(=O)c1ccc(NC(=O)CN2CCN(c3ccccc3)CC2)cc1,-1,1,-3,1,-1,0,3,0,0
COCCCNC(=O)C1CCN(S(=O)(=O)N(CC(C)C)CC(C)C)CC1,3,1,14,-2,2,2,2,-2,0
COC(=O)CC[C@@H](C(=O)O)N1C(=O)c2ccccc2C1=O,5,1,4,-101,10,27,-11,1,0
O=S(=O)(c1ccc(F)cc1)N(CCO)CC(O)Cn1c2ccccc2c2ccccc21 (stereo not given),3,1.1,13,14,-1,x,7,10,6
CCc1sc(NS(C)(=O)=O)nc1-c1ccccc1,0,1,3,12,-20,-3,2,7,2
COc1ccc(C(=O)CSc2nnc(Cc3ccccc3)o2)cc1,0,1,22,-7,4,x,6,2,0
O=S(=O)(NCc1cccnc1)c1cccs1,3,1,0,2,5,1,7,-1,0
Cc1oc(-c2ccc(Cl)cc2)nc1CSCC(=O)NCCCN1CCOCC1,3,1,19,-11,10,4,12,3,11
CCOC(=O)Cc1csc(NC(=O)COc2ccc(OC)cc2)n1,5,1.1,5,-54,11,14,-2,-3,5
COC(=O)c1c(NC(=O)CSc2nnc(Cn3nnc4ccccc43)n2C)sc(C)c1C,1,1.1,-2,-3,9,x,11,0,3
OCC#CCSc1nnc(-c2ccncc2)o1,0,1,-1,-2,-9,6,1,-5,1
O=C(NCCc1ccccc1)C1CCCN(S(=O)(=O)c2cccc3nonc23)C1 (stereo not given),9,1,4,2,7,10,3,8,-1
COc1cccc(NC(=O)C(C)Oc2ccccc2)c1 (stereo not given),-1,1,-3,2,1,11,9,1,1
c1ccc(-c2cnc(CSc3ncnc4sccc34)o2)cc1,-1,1,-1,8,3,2,11,5,-1
C=CCN1C(=O)NC2(CCCCC2)C1=O,x,1,-5,-27,5,x,4,0,4
CCOc1ncccc1C(=O)OCCN1C(=O)c2ccccc2C1=O,-1,1,3,1,2,-2,6,-2,4
O=C(CN1C(=O)c2ccccc2S1(=O)=O)NC1CCCCCC1,-2,0.99,-3,0,2,x,4,-1,2
Cc1cccc(C)c1NC(=O)N1C2CCCC1CC(NC(=O)C(C)(C)C)C2 (stereo not given),2,1,-15,-105,5,-15,-17,-6,-14

# Record cards, from the list above. Values in the order: CatB block | Abs 340nm | CatS block | C1s block | FXIIa mix inh | CatL block | FXIa inh mix | CatG inh | CatB mixtures
# Record of O=C(CN1C(=O)c2ccccc2S1(=O)=O)NC1CCCCCC1 → -2 | 0.99 | -3 | 0 | 2 | x | 4 | -1 | 2
# Record of COc1cccc(NC(=O)C(C)Oc2ccccc2)c1 (stereo not given) → -1 | 1 | -3 | 2 | 1 | 11 | 9 | 1 | 1

# Following part:
SMILES,CatB block,Abs 340nm,CatS block,C1s block,FXIIa mix inh,CatL block,FXIa inh mix,CatG inh,CatB mixtures
CCN1CCN(CC(=O)Nc2ccc(Cl)c(Cl)c2)C(=O)C1=O,-4,1.1,1,-4,11,-7,10,1,6
Cc1ccnc(N2CCC(C(=O)NCc3ccc4c(c3)OCO4)CC2)n1,8,1,6,-37,2,1,-3,-12,2
Cc1cccc(C2CC(c3ccc(F)cc3)Nc3nc(N)nn32)c1 (stereo not given),4,1,-7,-40,5,x,-3,-4,-1
O=C(O)CCCC(=O)NCc1ccccn1,-1,1,8,-1,4,11,3,-1,0
CC1(C)N([O-])C(c2ccccc2)=C[N+](=O)C1(C)C,3,1.1,5,6,2,2,2,-1,3
Cc1cc2cc(CCNC(=O)c3ccc(Br)o3)c(=O)[nH]c2cc1C,-3,1.1,0,-16,8,3,8,1,7
O=C(CCC1CCCCC1)Nc1c2c(nn1-c1ccc(F)cc1)CS(=O)(=O)C2,1,1.1,-6,-7,-15,6,1,-11,-7
CCc1ccccc1NC(=O)CSc1nnc(-c2ccco2)n1N,-1,1,-8,10,-11,-13,5,8,1
O=C(c1ccco1)N1CCN(c2ncnc3sc4c(c23)CCC4)CC1,-2,1,-2,-29,-4,14,0,8,-7
O=S(=O)(c1cc(F)cc(F)c1)N1CCN(c2ncccn2)CC1,1,1,-13,-96,1,x,-14,-13,-6
Cc1nn(CC(=O)Nc2ccccc2)c(=O)c2ccccc12,0,1,-3,18,4,-12,7,11,8
CCn1c(Oc2ccc(Oc3ncc(Cl)cc3Cl)cc2)nc2c1c(=O)n(C)c(=O)n2C,4,0.99,-4,7,0,-7,8,13,1
CCOCCc1nnc(NC(=O)CN2C(=O)c3ccccc3C2=O)s1,10,1.1,8,-37,2,x,-8,-15,5
CCCn1c(SCC(=O)Nc2nonc2C)nnc1-c1ccoc1C,-2,1,5,4,1,12,7,0,-1
